# From PubChem BioAssay
# SIRT5 inh: SIRT5 desuccinylase inhibitors, primary screen, biochemical, fluorescence imaging, single point, set 5; NAD-dependent protein deacylase sirtuin-5, mitochondrial (Homo sapiens), Q9NXA8; Purified SirT5, succinyl-peptide AMC, trypsin-coupled fluorescence; inhibition, % at 15 µM; 330,000 compounds, 1.1% hits; AID 652115, 2013; in the data active means inhibition above about 15%
# Target sequence (Q9NXA8 whole entry, looked up): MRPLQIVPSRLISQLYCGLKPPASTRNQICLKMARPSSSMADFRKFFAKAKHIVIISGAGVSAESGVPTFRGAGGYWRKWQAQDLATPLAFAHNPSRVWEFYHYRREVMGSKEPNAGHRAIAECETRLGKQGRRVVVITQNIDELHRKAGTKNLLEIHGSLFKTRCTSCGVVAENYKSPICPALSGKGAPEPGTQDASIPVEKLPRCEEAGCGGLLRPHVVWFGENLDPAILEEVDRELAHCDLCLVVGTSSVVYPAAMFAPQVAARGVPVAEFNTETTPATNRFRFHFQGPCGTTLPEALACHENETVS
# Statin myotox sup: suppressors of statin myotoxicity in C2C12 myotubes, primary screen, cell-based, single point, plate reader; 330,000 compounds, 0.78% hits; C2C12 myotubes + simvastatin, ATP luminescence, 48 h; scaled: DMSO 0, geranylgeraniol control 100; rescue of ATP level, % at 7.49 µM;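 active means mean ATP rescue above about 67%, or every replicate alone reaching that limit, limit read from the data, passing the limit was not always enough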;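 further: myotubes were challenged with 10 µM simvastatin during compound exposure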
# ERp5 inh: inhibitors of ERp5-driven insulin aggregation, primary screen, biochemical, turbidity, absorbance 650 nm, single point | Protein disulfide-isomerase A6 (Homo sapiens), Q15084 | 90 min | inhibition, % at 9.99 µM | 350,000 compounds, 0.05% hits | AID 651711, 2012;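 active means mean replicate inhibition above about 25%, with every replicate also reaching it, limit read from the data, passing the limit was not always enough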
# Target sequence (Q15084 whole entry, looked up): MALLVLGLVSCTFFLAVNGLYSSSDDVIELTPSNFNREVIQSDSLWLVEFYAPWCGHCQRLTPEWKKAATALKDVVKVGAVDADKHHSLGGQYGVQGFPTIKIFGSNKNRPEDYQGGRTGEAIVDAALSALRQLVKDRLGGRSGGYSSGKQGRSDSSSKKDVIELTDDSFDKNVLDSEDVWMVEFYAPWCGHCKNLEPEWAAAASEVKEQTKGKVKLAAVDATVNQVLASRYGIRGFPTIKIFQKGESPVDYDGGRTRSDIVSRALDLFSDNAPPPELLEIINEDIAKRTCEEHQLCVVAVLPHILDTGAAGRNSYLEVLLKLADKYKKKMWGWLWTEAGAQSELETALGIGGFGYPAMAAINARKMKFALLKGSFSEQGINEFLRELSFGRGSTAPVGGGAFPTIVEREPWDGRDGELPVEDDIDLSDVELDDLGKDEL
# Cneo AK release: Cryptococcus neoformans cell lysis inducers, primary screen, AK release luminescence, single concentration. lysis activity, % at 15 µM. 360,000 compounds, 0.2% hits. C. neoformans lysis, adenylate kinase release luminescence, 4 h; normalised: neutral wells 0, clomiphene wells 100;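 active means mean lysis activity across replicates of at least 80%, whatever share of replicates individually reach that level; inactive means mean lysis activity below 80%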
#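 Material – Cryptococcus neoformans yeast cells · Quantity – 5 × 10^6 yeast cells/mL · Buffer or medium – YPD medium · Compound – single dose · Timing – 4 h static compound exposure, 37 °C, read 1 h post-reagent · Signal – adenylate kinase release luminescence · Read-out basis – lysis from increased AK signal · Benchmarks – Clomiphene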
# miR122 inh: miR-122 Renilla sensor signal increase in Huh7, primary screen, miR-122 inhibitor project, cell-based, single point, plate reader; Huh7 miR-122 Renilla luciferase sensor, 48 h; neutral wells = 0, positive control = 100; activation (reporter increase), % at 12.5 µM; 340,000 compounds, 0.3% hits; AID 602342, 2012;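 active means mean replicate activation score at least 90 and every replicate individually at or above 90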;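 further: higher luciferase means less miR-122 activity so hits act as miR-122 inhibitors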
# ARNT TACC3 PPI: disruptors of ARNT/TACC3 protein interaction, primary screen, biochemical, AlphaScreen, single concentration; Transforming acidic coiled-coil-containing protein 3 (Homo sapiens), Q9Y6A5; AlphaScreen His-ARNT PAS-B/GST-TACC3 binding, luminescence; TACC3 fragment carries E629A point mutation; inhibition, % at 9.99 µM; 390,000 compounds, 0.66% hits;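 active means mean inhibition of replicates at least 50% and at least half of replicates each reaching 50%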;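 further: 0% = complete ARNT plus TACC3 wells and 100% = ARNT alone without TACC3; many hits fall short of the cut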
# esBAF inh: Bmi1 luciferase reporter increase in mESCs, primary screen, esBAF inhibitor project, mouse ES cells, Bmi1 luciferase knock-in, single point; 24 h; 100% = twice the neutral-well signal; reporter increase, % at 12.5 µM; 350,000 compounds, 2% hits; in the data active means activation above about 40%;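 further: 0% = median of the plate's neutral control wells and 100% = double that signal; a rise in the Bmi1 reporter signal indicates esBAF inhibition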
# * marks the source's active call; other numbers are inactive results; . = not tested or not shown; [ ] = another dose, or the depositor's remark.
# Every second line gives: SIRT5 inh	Statin myotox sup	ERp5 inh	Cneo AK release	miR122 inh	ARNT TACC3 PPI	esBAF inh
1	COc1ccc(C)cc1/C=C/C(=O)N1CCN(S(=O)(=O)c2cccs2)CC1
  .	-2	-2	0	-1	.	5
2	COC(=O)C[C@@H]1CC[C@H]2[C@@H](COC[C@H](O)CN2S(=O)(=O)c2ccccc2C)O1
  -1	13	1	0	-8[16.7 µM]	-2	0
3	Cc1cc(C)c(S(=O)(=O)NC2CC2)c(C)c1
  1	6	3	0	.	2	0
4	CC(C)OC(=O)COc1ccc(-c2ccccc2)cc1
  .	2	.	-1	-4	-7	-1
5	O=C(Nc1ccc(C(=O)O)cc1)/C(=C\C=C\c1ccccc1)NC(=O)c1ccccc1Cl
  14	.	6	-4	.	-3	.
6	CC1(C)CC(N(Cc2ccco2)C(=O)Cc2ccccc2)CCO1 (stereo not drawn)
  .	-4	.	0	4	5	-4
7	COc1ccc(S(=O)(=O)Nc2ccc3c(c2)C(=O)N([C@H](C)CO)C[C@@H](C)[C@H](CN(C)Cc2ccccc2)O3)cc1
  6	9	0	-3	-1[16.7 µM]	-8	-7
8	O=[N+]([O-])c1c(NCCCO)cc(Sc2ccc(Cl)cc2)c2nonc12
  .	.	2	-1	1	2	.
9	N/C(=N/O)c1ccccc1N1CCC(Cc2ccccc2)CC1
  -1	.	1	.	.	4	.
10	CCOC(=O)c1[nH]cnc1C(=O)Nc1cccc(Cl)c1
  1	.	3	.	-3	-2	.
11	CC1(C)Cc2cccc(OCC(=O)N3CCN(S(=O)(=O)c4ccccc4F)CC3)c2O1
  .	.	.	2	11	1	0
12	O=C(N/N=C/c1cccn1-c1ccc([N+](=O)[O-])cc1)C(O)c1ccccc1 (stereo not drawn)
  2	10	0	2	-3	-2	-7
13	COCC(=O)Nc1ccc2c(c1)C(=O)N(C)[C@H]1CC[C@@H](CC(=O)NCCc3ccccc3)O[C@H]1CO2
  -2	11	-1	4	3[16.7 µM]	-8	2
14	CN(Cc1cccnc1)Cc1cn[nH]c1-c1ccc(-c2ccccc2)cc1
  -5	-27	-4	-2	2	19	21
15	O=C(COc1ccc(Cl)cc1Cl)NN1C(=O)C2C3C=CC(C3)C2C1=O (stereo not drawn)
  -6	.	3	.	.	-6	.
16	COc1ccc2nc(C)c(C(=O)NN)cc2c1
  .	7	.	-4	-1	-10	8
17	C=CCc1ccccc1OCC(O)CN1CCN(CCO)CC1 (stereo not drawn)
  -4	-3	2	1	3	3	-1
18	CN(C)c1ccc(C(=S)N2CCN(c3ccccc3)CC2)cc1
  .	.	.	21	-19	-7	.
19	CCOC(=O)C1=C(C)N(C[C@@H]2CC[C@@H](Cc3ccc(-c4ccccc4)cc3)O2)C(=O)NC1c1ccc([N+](=O)[O-])cc1 (stereo partly drawn)
  -5	-1	-2	-4	.	-4	2
20	CC1=NN(c2nc(-c3ccc(F)cc3)cs2)C(=O)C1
  .	20	.	3	2	21	2
21	CN(CC(=O)NC1CCCCC1)S(=O)(=O)c1ccc2c(c1)c(=O)n(C)c(=O)n2C
  -4	1	4	-3	3	-26	-3
22	O=[N+]([O-])c1ccc2c(c1)C(=NO)c1cc(Cl)c(Cl)cc1-2
  -5	.	2	.	.	2	.
23	O=C(NCCS(=O)(=O)c1ccc(Br)cc1)c1ccccc1Cl
  -4	0	0	1	.	2	-1
24	CCOC(=O)CN1C(=O)N[C@@H](c2cccc(F)c2)C(C(C)=O)=C1C
  2	21	-7	-2	1	-11	20
25	CCc1ccc(N(C(=O)Cn2nnc(-c3ccccc3)n2)C(C(=O)NC2CCCCC2)c2ccccn2)cc1 (stereo not drawn)
  .	.	.	0	4	3	.
26	CC1CN(CC(=O)Nc2nc(-c3ccc(Cl)cc3)cs2)CC(C)O1 (stereo not drawn)
  1	4	6	27	.	32	13
27	O=C(COC(=O)c1ccc[n+]([O-])c1)Nc1ccccc1OC(F)F
  1	-2	2	0	-3	-3	-2
28	COc1cccc(N2C(=O)C3CC=C(Cl)CC3C2=O)c1 (stereo not drawn)
  .	-6	.	-2	-3	-29	-2
29	COc1ccccc1-n1cc(CN2CCN(CC=C(C)C)C(CCO)C2)cn1 (stereo not drawn)
  -1	-9	-6	-1	-3	-4	-7
30	Cc1nc2c(-c3ccc(F)cc3)c(C)nn2c(C)c1CCC(=O)N1CCC(Cc2ccccc2)CC1
  -2	9	-6	-3	-1	-9	-10

# Quoted from above: entries 19 to 30
# Every second line gives: SIRT5 inh	Statin myotox sup	ERp5 inh	Cneo AK release	miR122 inh	ARNT TACC3 PPI	esBAF inh
19	CCOC(=O)C1=C(C)N(C[C@@H]2CC[C@@H](Cc3ccc(-c4ccccc4)cc3)O2)C(=O)NC1c1ccc([N+](=O)[O-])cc1 (stereo partly drawn)
  -5	-1	-2	-4	.	-4	2
20	CC1=NN(c2nc(-c3ccc(F)cc3)cs2)C(=O)C1
  .	20	.	3	2	21	2
21	CN(CC(=O)NC1CCCCC1)S(=O)(=O)c1ccc2c(c1)c(=O)n(C)c(=O)n2C
  -4	1	4	-3	3	-26	-3
22	O=[N+]([O-])c1ccc2c(c1)C(=NO)c1cc(Cl)c(Cl)cc1-2
  -5	.	2	.	.	2	.
23	O=C(NCCS(=O)(=O)c1ccc(Br)cc1)c1ccccc1Cl
  -4	0	0	1	.	2	-1
24	CCOC(=O)CN1C(=O)N[C@@H](c2cccc(F)c2)C(C(C)=O)=C1C
  2	21	-7	-2	1	-11	20
25	CCc1ccc(N(C(=O)Cn2nnc(-c3ccccc3)n2)C(C(=O)NC2CCCCC2)c2ccccn2)cc1 (stereo not drawn)
  .	.	.	0	4	3	.
26	CC1CN(CC(=O)Nc2nc(-c3ccc(Cl)cc3)cs2)CC(C)O1 (stereo not drawn)
  1	4	6	27	.	32	13
27	O=C(COC(=O)c1ccc[n+]([O-])c1)Nc1ccccc1OC(F)F
  1	-2	2	0	-3	-3	-2
28	COc1cccc(N2C(=O)C3CC=C(Cl)CC3C2=O)c1 (stereo not drawn)
  .	-6	.	-2	-3	-29	-2
29	COc1ccccc1-n1cc(CN2CCN(CC=C(C)C)C(CCO)C2)cn1 (stereo not drawn)
  -1	-9	-6	-1	-3	-4	-7
30	Cc1nc2c(-c3ccc(F)cc3)c(C)nn2c(C)c1CCC(=O)N1CCC(Cc2ccccc2)CC1
  -2	9	-6	-3	-1	-9	-10

# The results go on:
# Every second line gives: SIRT5 inh	Statin myotox sup	ERp5 inh	Cneo AK release	miR122 inh	ARNT TACC3 PPI	esBAF inh
31	COc1cccc(NC(=O)N2CCCC2C(=O)NC2CCCC2)c1 (stereo not drawn)
  -3	-9	5	0	1	2	6
32	CCOc1ccc2nc(NC(=O)CSc3nc4c(c(=O)n(C)c(=O)n4C)n3C(C)C)sc2c1
  .	-64	.	-3	1	-4	-71
33	Fc1ccc(Nc2nnns2)cc1
  -2	.	4	.	.	-2	.
34	O=C(CSc1nnc(CNC(=O)c2ccccc2F)o1)NCC1CCCO1 (stereo not drawn)
  -2	.	-7	0	-10	.	-1
35	COc1ccc(NC(=O)N(C)C[C@@H]2Oc3ccc(NC(=O)CCCN(C)C)cc3C(=O)N([C@@H](C)CO)C[C@@H]2C)cc1
  1	23	-7	62	-10[16.7 µM]	-6	5
36	CC/C(O)=C1\C(=O)CC(c2ccccc2)CC1=NCCC(=O)O (stereo not drawn)
  6	.	-9	.	.	-4	.
37	CC(C)NC(=O)Nc1ccc2c(c1)C(=O)N([C@@H](C)CO)C[C@@H](C)[C@H](CN(C)CC1CC1)OCCCC[C@@H](C)O2
  -2	26	2	-4	7[16.7 µM]	-2	-2
38	Cc1ccc(C)c(NC(=O)NNC(=O)CCc2ccccc2)c1
  2	-4	4	3	6	-8	-4
39	O=S(=O)(NCc1ccccn1)c1cccc2nsnc12
  .	-13	.	-7	-3	-3	-7
40	CCNC(=O)C[C@H]1CC[C@@H]2[C@H](COC[C@@H](O)CN2C(=O)CC)O1
  -1	16	7	1	8[16.7 µM]	17	3
41	CCC(=O)NC(Nc1nc(C)cs1)(C(=O)OC)C(F)(F)F (stereo not drawn)
  .	2	.	0	-8	-1	-7
42	CN(CC(=O)Nc1ccc(F)cc1)C(=O)c1cc([N+](=O)[O-])ccc1N1CCOCC1
  6	-11	-2	.	.	2	-1
43	Nc1c(N(Cc2ccco2)C(=O)COc2ccccc2Cl)c(=O)[nH]c(=O)n1Cc1ccccc1
  -2	6	-5	0	0	-6	11
44	COc1ccc([C@@H]2[C@@H]3C(=O)N(C(C)(C)C)C(=O)[C@@H]3[C@]3(Cc4ccccc4)C(=O)N(c4ccc(C)cc4)C(=O)N23)cc1
  .	11	-1	0	-11	-5	5
45	O=C(NCCc1ccncc1)Nc1ccccc1Cl
  .	-12	.	6	.	-26	-8
46	Cc1c(C)c2cc(Cl)c(OCC(=O)NCCCN3CCCC3=O)cc2oc1=O
  .	-7	-1	-2	1	.	-4
47	Cc1ccccc1C(=O)N/N=C/c1ccsc1C
  0	.	1	4	2	0	.
48	COc1ccc(-c2nc(CN3CCN(C(=O)c4ccco4)CC3)c(C)o2)cc1OC
  3	10	-1	1	-8	2	3
49	Cc1noc(C)c1NC(=O)N(C)C[C@H]1Oc2ccc(NS(=O)(=O)c3c(C)noc3C)cc2CC(=O)N([C@H](C)CO)C[C@H]1C
  -2	-16	3	1	25[16.7 µM]	-12	-4
50	CO[C@H]1CN(C)C(=O)c2cc(NS(=O)(=O)c3ccc(Oc4ccccc4)cc3)ccc2OC[C@@H](C)NC[C@@H]1C
  0	5	-4	-1	-4[16.7 µM]	-35	-1
51	N#Cc1cc2c(ccc3ccccc32)oc1=O
  -6	4	16	.	-1	-7	-7
52	O=C(/C=C/c1ccc(OCCCF)cc1)NCc1cccc(Cl)c1
  .	.	.	-3	2	5	0
53	COCC(=O)Nc1ccc2c(c1)C(=O)N(C)C[C@@H](OC)[C@@H](C)CN(Cc1ccccn1)[C@H](C)CO2
  1	8	3	1	.	6	0
54	C[C@@H]1CN([C@@H](C)CO)C(=O)Cc2cc(N(C)C)ccc2O[C@H]1CN(C)Cc1ccc(-c2ccccc2)cc1
  3	52	2	3	-18[16.7 µM]	35	3
55	COc1ccccc1-c1cn(S(=O)(=O)c2ccc(C)cc2)nc1N
  .	33	.	0	6	2	-9
56	Cc1nc(NC(=O)CN2CCN(c3ccccc3F)CC2)sc1C(=O)N(C)C
  -1	3	0	-10	-8	-5	2
57	Cc1cc(S(=O)(=O)NCC(c2ccccc2)c2ccccc2)ccc1-n1cnnn1
  .	3	.	5	125*	.	6
58	CSCCC(NC(=O)c1ccco1)C(=O)N1CC=C(c2ccccc2)CC1 (stereo not drawn)
  -2	3	-5	0	0	4	-8
59	O=C1O[C@H](c2ccccc2)[C@H](c2ccccc2)N2[C@H]1[C@@H](C(=O)NC[C@H](O)c1ccccc1)[C@]1(C(=O)Nc3ccc(C#CC4=CCCCC4)cc31)[C@H]2c1ccc(OCCO)cc1
  9	.	0	-23	.	7	.
60	C#CCOCCOCCOCCNc1nc(N2CCN(C(=O)Cn3cc(CCO)nn3)CC2)nc(N2CCN(C(=O)Cn3cc(CCO)nn3)CC2)n1
  .	18	0	-1	0	-27	-10
61	CC(=O)c1cccc(NC(=O)N2CCCC2C(=O)NCc2ccc(C)cc2)c1 (stereo not drawn)
  .	-10	.	0	1	1	-1
62	COc1ccc(C2/C(=C(/O)c3ccc4c(c3)CC(C)O4)C(=O)C(=O)N2CCN2CCOCC2)cc1 (stereo not drawn)
  .	3	.	-8	.	2	0
